# Screening data from PubChem.
# SIRT5 inh: inhibitors of human sirtuin-5 desuccinylase | Q9NXA8 | Purified SirT5, succinyl-peptide AMC, trypsin-coupled fluorescence | inhibition, % at 15 µM | actives 1.1% (n = 330,000); in the data active means inhibition above about 15%
# Target sequence (Q9NXA8 whole entry, looked up): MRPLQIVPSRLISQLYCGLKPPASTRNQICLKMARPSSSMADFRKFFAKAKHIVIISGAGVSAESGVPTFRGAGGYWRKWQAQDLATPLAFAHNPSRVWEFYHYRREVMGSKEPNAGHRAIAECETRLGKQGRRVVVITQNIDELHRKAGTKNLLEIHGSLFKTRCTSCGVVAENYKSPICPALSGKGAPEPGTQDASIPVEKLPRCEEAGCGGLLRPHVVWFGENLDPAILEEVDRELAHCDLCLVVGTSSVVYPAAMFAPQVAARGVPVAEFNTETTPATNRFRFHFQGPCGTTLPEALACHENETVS
# C2C12 statin: protects C2C12 myotubes from simvastatin toxicity | ATP luminescence, 48 h; scaled: DMSO 0, geranylgeraniol control 100 | rescue of ATP level, % at 7.49 µM | actives 0.78% (n = 330,000) | AID 602340;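 active means mean ATP rescue above about 67%, or every replicate alone reaching that limit, limit read from the data, passing the limit was not always enough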;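 further: myotubes were challenged with 10 µM simvastatin during compound exposure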
# ERp5 block: inhibitors of human ERp5. inhibition, % at 9.99 µM. AID 651711. actives 0.05% (n = 350,000). Q15084. ERp5 insulin aggregation, absorbance 650 nm, 90 min;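 active means mean replicate inhibition above about 25%, with every replicate also reaching it, limit read from the data, passing the limit was not always enough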
# Target sequence (Q15084 whole entry, looked up): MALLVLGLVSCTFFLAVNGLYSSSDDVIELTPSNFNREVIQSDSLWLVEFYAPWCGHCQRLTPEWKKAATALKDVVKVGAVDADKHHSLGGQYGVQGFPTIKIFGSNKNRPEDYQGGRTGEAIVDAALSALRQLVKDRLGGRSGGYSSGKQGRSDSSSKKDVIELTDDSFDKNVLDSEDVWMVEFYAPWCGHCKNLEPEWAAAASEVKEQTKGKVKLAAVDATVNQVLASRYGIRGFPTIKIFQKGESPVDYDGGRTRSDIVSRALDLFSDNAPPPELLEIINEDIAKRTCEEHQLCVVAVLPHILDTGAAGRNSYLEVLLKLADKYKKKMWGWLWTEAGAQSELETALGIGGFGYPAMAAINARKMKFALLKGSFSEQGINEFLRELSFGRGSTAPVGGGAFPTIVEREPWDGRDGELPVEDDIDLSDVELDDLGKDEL
# esBAF inh: blocks esBAF chromatin remodeling in mouse ES cells; Bmi1-luciferase knock-in reporter, 24 h; 100% = twice the neutral-well signal; reporter increase, % at 12.5 µM; actives 2% (n = 350,000); AID 602393; in the data active means activation above about 40%;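 further: 0% = median of the plate's neutral control wells and 100% = double that signal; a rise in the Bmi1 reporter signal indicates esBAF inhibition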
# Cneo AK release: causes C. neoformans cell lysis | lysis activity, % at 15 µM | AID 651654 | actives 0.2% (n = 360,000) | adenylate kinase release luminescence, 4 h; normalised: neutral wells 0, clomiphene wells 100;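 active means mean lysis activity across replicates of at least 80%, whatever share of replicates individually reach that level; inactive means mean lysis activity below 80%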
#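 Schedule: static 4 h at 37 °C with compound, 1 h detection; system: C. neoformans cells; benchmarks: Clomiphene as positive control; buffer or medium: fresh YPD medium; measure: luminescence rise reflecting yeast cell lysis; measured by: luminescent adenylate kinase detection reagent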
# ARNT-TACC3 inh: disruptors of human ARNT/TACC3 interaction. actives 0.66% (n = 390,000). inhibition, % at 9.99 µM. AlphaScreen His-ARNT PAS-B/GST-TACC3 binding, luminescence; TACC3 fragment carries E629A point mutation;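 active means mean inhibition of replicates at least 50% and at least half of replicates each reaching 50%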;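 further: 0% = complete ARNT plus TACC3 wells and 100% = ARNT alone without TACC3; many hits fall short of the cut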
# miR122 inh: blocks miR-122 activity in Huh7 sensor cells. Huh7 miR-122 Renilla luciferase sensor, 48 h; neutral wells = 0, positive control = 100. actives 0.3% (n = 340,000). activation (reporter increase), % at 12.5 µM;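 active means mean replicate activation score at least 90 and every replicate individually at or above 90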;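 further: higher luciferase means less miR-122 activity so hits act as miR-122 inhibitors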
# Numbers without * were called inactive; . = no result given; & = joins results of further samples; ! = repeats disagree; [ ] = dose if it differs, or a comment.
mol	SIRT5 inh	C2C12 statin	ERp5 block	esBAF inh	Cneo AK release	ARNT-TACC3 inh	miR122 inh
CCN=C1SC(CC(=O)NCCc2ccc(OC)cc2)C(=O)N1CC (stereo not drawn)	.	.	.	.	1	-6	-1
COc1cc(C)c2sc3ccccc3c(=O)c2c1NCCN(C)C	-4	-10	16	2	3	.	-6
CC(C)NC(=O)Nc1ccc2c(c1)C(=O)N([C@H](C)CO)C[C@H](C)[C@@H](CN(C)C(=O)CCC(F)(F)F)OCCCC[C@@H](C)O2	1	.	5	.	0	-10	8[16.7 µM]
Nc1c2c3c(sc2nc(=O)n1N)CCCC3	-3	.	10	.	.	3	.
CC(C)OP(=O)(c1ccc(N(C)C)cc1)C(O)c1ccncc1 (stereo not drawn)	.	7	.	-15	-1	1	-3
COc1cc(NC(=O)c2ccc(Cl)cc2)c2ncccc2c1	-2	-10	21	6	4	0	-1
Cc1ccc(-c2cnc3c(c2)C(=O)N([C@H](C)CO)C[C@H](C)[C@@H](CN(C)S(C)(=O)=O)O3)cc1	-4	12	0	1	0	-5	35[16.7 µM]
O=C(O)C1C2CC2CN1C(=O)c1ccc(Cl)cc1 (stereo not drawn)	-4	.	2	.	.	.	4
COc1ccccc1C(=O)NCCC(=O)NCCC12CC3CC(CC(C3)C1)C2	1	-13	1	-2	-1	2	-3
O=C(O)C1CCCCC1C(=O)Nc1ccc2c(c1)OCO2 (stereo not drawn)	-5	-3	-5	5	-1	-1	-1
C[C@@H]1CN([C@H](C)CO)C(=O)c2cccc(NS(=O)(=O)c3ccc(Cl)cc3)c2O[C@@H]1CN(C)Cc1ccccc1	10	-1	0	2	4	-1	6[16.7 µM]
CC1Cc2cc(/C=C3/SC(=S)N(C)C3=O)ccc2O1 (stereo not drawn)	9	.	1	.	-2	.	-7
C=CCn1c(C)cc(C(=O)COC(=O)CNC(=O)c2ccccc2)c1C	-9	.	-4	.	.	-13	.
CCOC(=O)c1ccc(NC(=S)N(Cc2cccnc2)Cc2ccco2)cc1	0	5	1	-4	-4	0	-2
CCCC(=O)Nc1ccc2c(c1)OC[C@@H](C)N(C)C[C@@H](C)[C@@H](OC)CN(C)C2=O	-7	-2	-4	-4	-12	-1	1[16.7 µM]
Cc1nc(N2CCN(c3ccccc3F)CC2)[nH]c(=O)c1C	-1	-11	0	2	-2	-1	-20
CCc1nnc(NC(=O)C2CCCN2S(=O)(=O)c2ccccc2)s1 (stereo not drawn)	-6	5	-12	2	-9	-6	-5
CSc1ccc(CN2CCC(C)(Oc3ccc4ccccc4c3)C2)cc1 (stereo not drawn)	-4	1	2	-4	-1	.	9
COc1ccc(CNC(=O)C[C@H]2C[C@@H]3c4cc(NC(=O)NC5CCCC5)ccc4O[C@@H]3[C@H](CO)O2)cc1	3	0	-2	0	67	-3	3[16.7 µM]
CCOc1ccc(S(=O)(=O)N2CCC(C(=O)OC(C)C(=O)N(C)C3CCCCC3)CC2)cc1 (stereo not drawn)	-1	-27	-9	-3	1	-9	-8
O=C1C(Oc2ccc(Cl)cc2)C(c2ccc3c(c2)OCO3)N1CC1CCCO1 (stereo not drawn)	1	4	3	-6	.	1	53
O=C(NNC(=O)c1cccs1)c1ccncc1	22*	.	5	.	.	-4	.
CC1CCCCC1NC(=O)Cc1ccc(S(=O)(=O)N2CCOCC2)s1 (stereo not drawn)	-6	-2	-2	2	-3	-2	-1
C[C@@H]1CN([C@@H](C)CO)C(=O)c2cccc(NC(=O)c3cnccn3)c2O[C@@H]1CN(C)C(=O)Nc1ccc(C(F)(F)F)cc1	-2	-8	13	7	-1	5	-6[16.7 µM]
COCCCN1C(=O)C(=O)/C(=C(/O)c2ccc(S(=O)(=O)N3CCOCC3)cc2)C1c1ccc(F)cc1 (stereo not drawn)	3	4	-1	-8	1	3	-2
COc1ccc(-c2nnc(-c3cccnc3)o2)cc1OC	.	-19	.	12	1	1	0
Cc1cc(C)c(C(=O)C(C)OC(=O)c2ccccn2)cc1C (stereo not drawn)	2	3	-1	-6	3	9	-2
C[C@H]1CCCCO[C@@H](CN(C)Cc2ccccc2)[C@@H](C)CN([C@@H](C)CO)C(=O)c2cc(NC(=O)CCCN(C)C)ccc2O1	-5	-34	-3	-3	0	1	-7[16.7 µM]
COc1ccc(N2CCN(C(=O)COc3ccc(Cl)cc3Cl)CC2)cc1	.	21	.	-4	1	-2	7
CCOc1ccccc1/C=C(/NC(=O)c1ccccc1)C(=O)N(CC)CC	2	.	2	.	.	-2	.
CC(C)c1cn(CC[C@@H]2CC[C@H](NS(=O)(=O)c3ccccc3)[C@@H](CO)O2)nn1	-5	0	0	-2	1	-8	.
CCCN1CCN(C(=O)c2ccc3[nH]c(C)c(C)c3c2)CC1	.	3	-1	4	-1	.	0
CN(C)c1ccc(/C=N/N(CCC(=O)NC(C)(C)C)C2=NS(=O)(=O)c3ccccc32)cc1	-3	.	-3	.	.	-3	.
C[C@@H]1CCCCO[C@@H](CN(C)C(=O)Nc2ccc(C(F)(F)F)cc2)[C@H](C)CN([C@@H](C)CO)C(=O)c2cc(NC(=O)C3CCCCC3)ccc2O1	2	-22	4	4	-1	-1	-12[16.7 µM]
O=C(Nc1cccc2ccccc12)c1csc([C@@H]2O[C@H](CO)[C@@H](O)[C@H]2O)n1	.	-15	2	-8	2	.	-2
Cc1noc(C)c1NC(=O)Nc1ccc2c(c1)C(=O)N([C@@H](C)CO)C[C@H](C)[C@H](CN(C)S(=O)(=O)c1ccc(F)cc1)OCCCC[C@H](C)O2	2	.	0	2	-2	4	6[16.7 µM]
Cc1cccc(OC(=O)n2c(=S)oc3cc(Cl)ccc32)c1	.	5	.	-4	-2	3	-4
Cc1noc(C)c1NC(=O)N(C)C[C@@H]1Oc2cc(Br)ccc2S(=O)(=O)N([C@@H](C)CO)C[C@H]1C	22*!	3&2	0&-2	-6&3	-1&-1	-5	-2
CCOC(=O)c1cn(CC)c2cc3c(cc2c1=O)OCO3	-1	1	3	-5	0	0	-3
COc1ccc(NC(=O)CSc2ncccc2C(=O)OC(C)C)cc1OC	.	-6	.	-1	2	11	-25
CCCC(=O)Nc1ccc2c(c1)OC[C@@H](C)N(C(=O)Cc1ccccn1)C[C@@H](C)[C@H](OC)CN(C)C2=O	0	-11	3	-3	-8	-8	.
O=C1CC(c2ccc(F)cc2)CC(O)=C1C=NCCN1CCNCC1 (stereo not drawn)	.	-2	.	-7	-2	-2	3
CS(=O)(=O)N(CCC(=O)O)Cc1ccccc1	.	.	.	.	-1	-3	-6
CC(C)(C)OC(=O)CNC(=O)c1[nH]cnc1C(=O)NCCCCCN	-2	0	2	3	-2	-5	-3
COc1ccc(NS(=O)(=O)c2ccc3oc(SC)nc3c2)cc1	-2	-63	1	4	2	-8	.
Cn1c(=O)c2c([nH]c(OCc3ccc(Cl)cc3Cl)[n+]2Cc2ccc(F)cc2)n(C)c1=O	-5	.	2	.	.	-2	.
CCCCNC(=O)NNC(=O)c1cc(C)on1	-4	-4	1	5	.	-2	.
O=C(O)c1ccc(-c2sc(Nc3ccccc3)n[n+]2-c2ccc(F)cc2)cc1	.	-6	.	2	-1	-8	1
C[C@H]1CCCCO[C@H](CN(C)Cc2ccc3c(c2)OCO3)[C@@H](C)CN([C@@H](C)CO)C(=O)c2cc(NC(=O)C3CCCCC3)ccc2O1	-1	-124	-3	-2	0	0	10[16.7 µM]
N#C[C@H]1[C@@H](c2ccc(C3=CCCCC3)cc2)[C@@H](CO)N1C(=O)c1ccccn1	1	3	1	-2	-2	31	.
C[C@@H]1CN([C@H](C)CO)S(=O)(=O)c2ccc(C#CC3(O)CCCC3)cc2O[C@H]1CN(C)C(=O)c1ccccc1	1	-34	-2	5	4	-3	2[16.7 µM]
O=C(C[C@H]1CC[C@@H]2[C@H](COC[C@@H](O)CN2Cc2cccc(C(F)(F)F)c2)O1)NCc1ccccc1	0	6	1	-1	2	-3	7[16.7 µM]
O=C(CSc1cccc[n+]1[O-])Nc1ccc([N+](=O)[O-])cc1Cl	0	.	-5	.	.	5	.
O=C1CCC(=O)N1c1ccc(S(=O)(=O)Nc2cccc(Br)c2)cc1	1	12	-1	3	3	-1	.
COc1ccccc1N1CCN(C(=O)c2ccc(S(=O)(=O)N3CCCCC3)cc2)CC1	.	9	.	-6	0	-2	-2
Cc1[nH]c2ccccc2c1C(=O)NS(=O)(=O)Nc1ccc(Cl)cc1	-6	.	-15	.	.	2	-8
C[C@@H]1CN([C@@H](C)CO)C(=O)c2cccc(NS(=O)(=O)c3ccccc3)c2O[C@H]1CN(C)Cc1ccncc1	-9	-20	1	-4	-9	-14	0[16.7 µM]
O=C1C(C=NCCCn2ccnc2)=C(O)c2ccccc21	.	11	.	53*	-1	12	7
Cn1c(=O)oc2cc(S(=O)(=O)N3CCCc4ccccc43)ccc21	-11	-49	-13	-7	-1	-5	26
CNC[C@@H]1OCCCC[C@H](C)Oc2ccc(NS(=O)(=O)c3cccs3)cc2C(=O)N([C@@H](C)CO)C[C@H]1C	3	.	13	2	-9	-1	0[16.7 µM]

# Given with two lines to a compound: entries from further up
# The line under a structure holds: SIRT5 inh	C2C12 statin	ERp5 block	esBAF inh	Cneo AK release	ARNT-TACC3 inh	miR122 inh
- C[C@H]1CCCCO[C@H](CN(C)Cc2ccc3c(c2)OCO3)[C@@H](C)CN([C@@H](C)CO)C(=O)c2cc(NC(=O)C3CCCCC3)ccc2O1
  -1	-124	-3	-2	0	0	10[16.7 µM]
- N#C[C@H]1[C@@H](c2ccc(C3=CCCCC3)cc2)[C@@H](CO)N1C(=O)c1ccccn1
  1	3	1	-2	-2	31	.

# Next entries
mol	SIRT5 inh	C2C12 statin	ERp5 block	esBAF inh	Cneo AK release	ARNT-TACC3 inh	miR122 inh
CC(C)n1c(O)c(N=NC(=O)Cc2csc(N3CCOCC3)n2)c2ccccc21	-15	-2	-3	-28	2	6	1
C=CCn1c(SCC(=O)NNC(=S)Nc2ccccc2)nnc1-c1ccccc1	-1	2	1	1	0	2	1
COc1cc(-c2cc(C(=O)Nc3ccc(O)cc3)c3ccccc3n2)cc(OC)c1OC	0	.	1	.	.	-3	.
OC(c1ccc(F)cc1)c1nc(-c2ccc(Cl)cc2)cs1 (stereo not drawn)	.	-9	2	25	-1	.	-6
CC(=O)Nc1cccc(C(=O)NC(C)c2ccc(S(N)(=O)=O)cc2)c1 (stereo not drawn)	.	16	.	-2	9	-2	.
Cc1ccccc1Nc1nn2c(=O)c3ccc(C(=O)N4CCCC(C)C4)cc3nc2s1 (stereo not drawn)	1	-13	4	-6	-1	.	-7
O=C(Cc1ccc(Cl)cc1Cl)Nc1cccc(S(=O)(=O)Nc2ccccc2F)c1	30*	-4	-1	2	0	0	60
Cc1c(OCc2ccc([N+](=O)[O-])cc2)ccc2c3c(c(=O)oc12)CCC3	.	.	.	.	-2	-1	0
CCN(CC)S(=O)(=O)c1ccc2oc(C(=O)NCCN3CCOCC3)c(C)c2c1	-1	-1	0	-9	-1	.	-4
COCC(=O)N(C)C[C@@H]1Oc2cc(C3=CCCC3)ccc2S(=O)(=O)N([C@@H](C)CO)C[C@H]1C	0	0	-8	0	2	-13	.
O=C(COC(=O)C1CC2CCCC(C1)C2=O)Nc1ccccc1 (stereo not drawn)	-2	2	25	4	0	.	-3
COc1ccc(S(=O)(=O)N2C[C@H](O)COC[C@H]3O[C@@H](CC(=O)NCc4ccc(Cl)c(Cl)c4)CC[C@@H]32)cc1	9	-33	-2	6	-2	-4	-3[16.7 µM]
COc1ccc(C#Cc2ccc([C@@H]3[C@@H](CO)N4CCCCN(C(=O)Nc5ccccc5F)C[C@H]34)cc2)cc1	3	6	-2	-2	-3	-3	-7[16.7 µM]
COC(=O)[C@@]1(Cc2ccc(F)cc2)[C@H]2c3cc(C(=O)N(C)C)n(C[C@H](O)CO)c3C[C@H]2CN1C(=O)c1ccccc1	.	12	.	4	0	0	-4

# Taken from above.
# Under C2C12 statin, O=C(Cc1ccc(Cl)cc1Cl)Nc1cccc(S(=O)(=O)Nc2ccccc2F)c1 has the entry -4
# Under miR122 inh, COc1ccc(C#Cc2ccc([C@@H]3[C@@H](CO)N4CCCCN(C(=O)Nc5ccccc5F)C[C@H]34)cc2)cc1 has the entry -7[16.7 µM]
# Under ARNT-TACC3 inh, COc1cc(-c2cc(C(=O)Nc3ccc(O)cc3)c3ccccc3n2)cc(OC)c1OC has the entry -3
